Assay outcomes (PubChem)
RECQ1 helicase – qHTS Assay for Inhibitors of RecQ-Like Dna Helicase 1 (RECQ1). hit rate 0.54% among 240,000. RECQ1 DNA unwinding, red fluorescence kinetic read. ATP-dependent DNA helicase Q1 (Homo sapiens), P46063. Potency, µM (series often up to 57.3 µM), without a hit: at the highest dose activity, negative = inhibition, most hits filed as inhibitors;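 note: plate controls were vehicle for no effect and no enzyme for full effect; nearly all actives have a fitted effect of over 30% in size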
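RECQ1T1 50 nM; forked duplex (20 bp + 30-nt ss tails) 200 nM, ATP 2 mM final; pH 8.0, 2 mM MgCl2, 2.5 ug/ml poly(dI-dC); 15 min compound preincubation; discontinuous kinetic read over 2 h at RT.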
KinaseGlo FLuc – Counterscreen for Luciferase (Kinase-Glo TM) Inhibition | hit rate 0.28% among 200,000 | AID 1379, 2008 | Kinase-Glo luciferase, ATP luminescence, 8 min | Potency, µM (highest dose often 38.3 µM), inactives show at the highest dose activity change, negative = inhibition, usual class: inhibitors; note: % is set by controls: 0 for no effect and ±100 for the full control effect; nearly all actives have a fitted effect of over 60% in size
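Inhibition of Kinase-Glo luciferase light generation was assessed at 10 uM ATP in pH 7.2 imidazole buffer, with luminescence measured after eight minutes at ambient temperature.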
Epigenetic reg – Quantitative High-Throughput Screen for Regulators of Epigenetic Control; murine LDR cells, GFP reporter derepression, 30 h; Potency, µM (titrated, usually from 53.9 µM), inactives show top-dose GFP activation, actives largely listed as activators; hit rate 0.2% among 280,000; AID 1865, 2009; note: % of control where 0% means no effect; nearly all actives have a fitted effect of over 60% in size
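GFP-positive cell count by laser-scanning cytometry (objects 20–120 um) after 30 h, 37 C compound exposure of murine LDR cells; reporter is CMV-GFP integrated at a silenced locus, inducible by HDAC or DNMT inhibitors.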
IMPase Li inh – qHTS Assay for Identifying the Cell-Membrane Permeable IMPase Inhibitors: Potentiation with Lithium; Potency, µM (top dose mostly 59.4 µM), for inactives: at the top dose activity, negative = IMPase inhibition, most hits filed as inhibitors; CHO-M1 cells, IP1 TR-FRET (IP-One), carbachol + lithium; AID 1457, 2008; hit rate 0.35% among 210,000;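 note: IP1 builds up when IMPase is blocked and the TR-FRET signal falls; plate controls were basal vehicle for no effect and high inhibitor control for full effect; nearly all actives have a fitted effect of over 50% in size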
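Readout is a homogeneous TR-FRET IP1 immunoassay (Ex 320, Em 665 and 620), where raised cytosolic IP1 lowers signal. Cells were CHO-M1 treated 30 min at 37C with test compounds plus a little lithium; AC50 values came from Hill-equation fitting.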
RGS12 GoLoco inh – qHTS Assay for Inhibitors of RGS12 GoLoco Motif Activity (Red Fluorophore) | Potency, µM (top dose mostly 61.6 µM), without a hit: at the top dose activity, negative = inhibition, usual class: inhibitors | Gai1:RGS12 GoLoco peptide FP, rhodamine, 10 min | hit rate 0.44% among 230,000 | AID 880, 2007 | Guanine nucleotide-binding protein G(i) subunit alpha-1 (Homo sapiens), P63096; active = well fitted inhibition curve with a large enough effect, not every such curve was filed as active; inactive = no such curve, though single readings can be large or run the other way; note: % is set by controls: 0 for no effect and ±100 for the full control effect; nearly all actives have a fitted effect of over 30% in size; many of its hits are not listed in these tables
Target sequence (P63096 whole entry, looked up): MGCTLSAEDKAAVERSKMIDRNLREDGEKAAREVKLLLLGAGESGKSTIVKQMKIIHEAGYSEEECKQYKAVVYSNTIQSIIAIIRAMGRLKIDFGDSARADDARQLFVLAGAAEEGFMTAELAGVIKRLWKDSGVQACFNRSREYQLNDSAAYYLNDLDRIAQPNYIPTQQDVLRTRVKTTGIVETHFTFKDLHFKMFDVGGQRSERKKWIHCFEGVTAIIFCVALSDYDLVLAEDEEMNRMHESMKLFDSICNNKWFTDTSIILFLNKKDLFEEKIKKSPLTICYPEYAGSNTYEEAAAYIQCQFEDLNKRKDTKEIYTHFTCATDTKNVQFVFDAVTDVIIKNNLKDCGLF
KDM4E inh – qHTS Assay for Inhibitors of Human Jumonji Domain Containing 2E (JMJD2E) | Lysine-specific demethylase 4E (Homo sapiens), B2RXH2 | hit rate 1.6% among 230,000 | JMJD2E catalytic domain, FDH-coupled NADH fluorescence (FDH is formaldehyde dehydrogenase) | Potency, µM (highest dose often 57.1 µM), without a hit: at the top dose activity change, negative = inhibition, actives largely listed as inhibitors; active = well fitted inhibition curve with a large enough effect, not every such curve was filed as active; inconclusive = small, poorly fitted or top-dose-only effect, or another doubt; inactive = no such curve, though single readings can be large or run the other way;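 note: 0% = wells with enzyme and -100% = buffer wells without enzyme; nearly all actives have a fitted effect of over 50% in size; many of its hits are not listed in these tables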
Target sequence (B2RXH2 1-337 limits assumed): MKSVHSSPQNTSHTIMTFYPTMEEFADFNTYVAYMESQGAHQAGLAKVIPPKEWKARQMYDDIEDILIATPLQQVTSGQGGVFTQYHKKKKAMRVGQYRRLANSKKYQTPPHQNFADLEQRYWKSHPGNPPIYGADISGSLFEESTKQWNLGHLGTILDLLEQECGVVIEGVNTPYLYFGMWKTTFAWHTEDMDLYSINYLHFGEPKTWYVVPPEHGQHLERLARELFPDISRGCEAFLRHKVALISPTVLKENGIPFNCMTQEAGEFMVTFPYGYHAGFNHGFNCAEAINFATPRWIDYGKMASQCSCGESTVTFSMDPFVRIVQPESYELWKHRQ
SMN2 splice enh – qHTS Assay for Enhancers of SMN2 Splice Variant Expression. HEK293 SMN2-luciferase splicing reporter, luminescence, 30-36 h. Potency, µM (top dose mostly 46.1 µM), inactives show top-dose activity change, positive = activation, usual class: activators. hit rate 2.8% among 210,000; note: % of control where 0% means no effect; nearly all actives have a fitted effect of over 55% in size
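HEK293 cells carry an SMN2 minigene-luciferase reporter in which exon 7 inclusion puts luciferase in frame. Cells were seeded at 2000 cells/well, attached for 10-12 hours, then exposed to compounds for 30-36 hours at 37C before ONE-Glo luminescence.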
NPSR antagonist – qHTS Assay for Antagonists of the Neuropeptide S Receptor: cAMP Signal Transduction; Q6W5P4; CHO-NPSR cells, cAMP TR-FRET, antagonist mode; Potency, µM (top dose mostly 38.3 µM), for inactives: at the highest dose activity change, negative = inhibition, most hits filed as inhibitors; hit rate 1% among 220,000; AID 1461, 2008; note: % is set by controls: 0 for no effect and ±100 for the full control effect; nearly all actives have a fitted effect of over 50% in size; many of its hits are not listed in these tables
Target sequence (Q6W5P4 whole entry, looked up): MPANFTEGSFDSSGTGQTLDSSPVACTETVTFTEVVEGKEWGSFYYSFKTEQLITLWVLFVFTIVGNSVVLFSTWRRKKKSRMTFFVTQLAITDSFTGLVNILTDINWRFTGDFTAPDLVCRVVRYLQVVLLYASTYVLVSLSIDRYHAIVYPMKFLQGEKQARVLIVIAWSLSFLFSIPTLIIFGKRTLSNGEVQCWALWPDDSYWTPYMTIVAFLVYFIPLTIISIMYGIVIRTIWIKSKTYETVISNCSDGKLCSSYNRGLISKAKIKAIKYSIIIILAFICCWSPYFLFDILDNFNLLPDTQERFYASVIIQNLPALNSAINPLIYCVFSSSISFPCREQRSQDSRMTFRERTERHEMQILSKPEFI
Numbers without * were called inactive; i = inactive; u = inconclusive; x = no result given; & = joins results of further samples; [ ] = another dose, or the depositor's remark. Unless noted, calls come from the whole dose curve; as a rule, active = well fitted curve in the direction sought with a large enough effect; inconclusive = small, poorly fitted or top-dose-only effect, or another doubt; inactive = no such curve, though single readings can be large; an effect the other way counts as inactive or inconclusive. Potency is the fitted concentration of half-maximal effect. Only part of the results is shown; rates above refer to the full screens.

SMILES | RECQ1 helicase | KinaseGlo FLuc | Epigenetic reg | IMPase Li inh | RGS12 GoLoco inh | KDM4E inh | SMN2 splice enh | NPSR antagonist
CC1(C)CNC(=O)CC(C)(C)N1O | -7.8% | 1.2% | -0.9% | 19.6%[38.3 µM] | -17.4% | -4.9% | 6.6% | -4.9%[46.1 µM]
N#CC1=C(N)Oc2n[nH]c(-c3cccs3)c2C1c1ccncc1 (stereo unspecified) | 8.3% | -3.7% | -1.1% | 21.3% | 2.8% | -12.0% | 3.9% | -21.4%
CN1CCN(Cc2nc3ccccc3c(=O)n2Cc2nc(-c3ccc4ccccc4c3)cs2)CC1 | -8.2% | 3.9% | 1.0% | 26.1% | 13.4% | -4.4% | -103.7%[inhibitor] | u
COc1ccccc1NC(=O)c1cc2c(=O)n(C)c3ccccc3c2n1C | -7.4% | x | 1.0% | x | 4.4% | u | x | -35.8%
Cc1nc2cc3sc(C)nc3cc2s1 | i | -3.1% | -1.7% | 3.6% | 8.1% | -2.7% | -3.6% | 16.3%
O=C(Nc1cnn(Cc2ccccc2)c1)c1cc2nc(-c3ccco3)cc(C(F)(F)F)n2n1 | -0.3% | -0.4% | u | 18.2%[38.3 µM] | 14.3% | u | -13.7% | -12.0%[46.1 µM]
Cc1ccsc1/C=N/NC(=O)c1ccc2c(c1)OCCO2 | -2.8% | x | 0.2% | x | -13.3% | -7.8% | x | 28.4%
CC1(C)C(C=C(Cl)Cl)C1C(=O)N(Cc1ccccc1Cl)C1CCS(=O)(=O)C1 (stereo unspecified) | -2.9% | 2.1% | -1.8% | 7.6% | -2.3% | 5.7% | -16.4% | -45.0%
Cc1cc(SCCOc2ccc(Br)cc2)nc(N)n1 | -14.4% | -0.8% | -1.6% | 32.7%[activator][38.3 µM] | -6.9% | 4.9% | -9.8% | -1.8%[46.1 µM]
O=C(Cn1nnc2ccccc21)OCC(=O)c1ccccc1 | i | -1.9% | -1.0% | 1.5% | -8.1% | 7.7% | 1.1% | -1.2%
CC(NC(=O)c1ccc(Cl)cc1Cl)C(c1ccccc1)N1CCOCC1 (stereo unspecified) | i | 7.3% | -2.2% | 19.2% | 3.5% | -2.6% | -6.6% | -21.5%
O=C(CSc1nnc(-c2cccs2)n1-c1ccccc1)NCc1ccc2c(c1)OCO2 | -2.1% | -1.4% | 0.0% | 0.6%[38.3 µM] | 0.1% | 3.7% | 22.8% | -26.3%[46.1 µM]
CCN(CC)S(=O)(=O)c1cccc(C(=O)N2CC(O)CC2C(=O)OC)c1 (stereo unspecified) | i | 2.2% | 0.0% | -25.8%[38.3 µM] | -3.0% | -0.5% | -15.5% | 1.5%[46.1 µM]
COC(=O)[C@@H]1C[C@H]1[C@@H](NC(=O)c1ccc(Br)cc1)c1ccccc1 | -4.4% | -1.7% | -1.2% | 2.1% | -1.0% | -0.9% | -38.0%[inhibitor] | x
CCOc1ccc(Cl)cc1S(=O)(=O)N1CCN(c2ccc(F)cc2)CC1 | -8.9% | 0.6% | 0.0% | 33.5%[activator][38.3 µM] | 2.9% | -6.3% | -15.9% | -22.3%[46.1 µM]
Nc1nc(-c2ccccc2)[nH]c(=O)c1N | 3.4% | -15.2% | -9.5% | -7.9% | 4.8% | -3.1% | -7.5% | -6.9%
Cc1ccc(CNC(=O)C(Cc2ccccc2)n2cccc2)cc1 (stereo unspecified) | -17.5% | x | 2.4% | x | 5.3% | -6.0% | x | -14.0%
CCN(CC)S(=O)(=O)c1ccc2nc(CSc3nnnn3-c3ccc(O)cc3)[nH]c2c1 | -1.8% | 4.8% | -1.3% | 3.1%[38.3 µM] | 5.3% | 2.7% | -24.8% | -3.6%[46.1 µM]
COC(=O)NNC(=O)C(C)Oc1ccc(Cl)cc1Cl (stereo unspecified) | i | -3.1% | 0.7% | 22.8%[38.3 µM] | -17.0% | -1.6% | -10.0% | 9.1%[46.1 µM]
CCOC(=O)C1=C(CSc2nc(CC)c(C)cc2C#N)OC(N)=C(C#N)C1c1ccc(OC)cc1 (stereo unspecified) | -19.6% | 1.0% | 0.0% | 6.4% | 30.1%[activator] | -1.8% | 10.8% | -18.5%[46.1 µM]
Cc1noc(C)c1C(=O)Nc1ccccc1-c1ccccc1 | 0.9% | -1.2% | -1.0% | 36.3%[38.3 µM] | -6.1% | 2.4% | 4.1% | -2.5%[46.1 µM]
Fc1ccc(CN2CCN(c3ncccn3)CC2)cc1 | -8.2% | -3.3% | -2.0% | 13.1%[38.3 µM] | -9.2% | u | -18.8% | -5.4%[46.1 µM]
Cc1ccc2c(c1)CCCN2C(=O)c1ccncc1 | 0.2% | -0.1% | -0.2% | 1.9% | 7.6% | -8.1% | 0.3% | u
COc1cccc(/C=N\NC(=O)c2ccc(Cn3cc(Br)c([N+](=O)[O-])n3)o2)c1O | 6.3% | -12.3% | 0.1% | 11.1% | 14.0% | -2.4% | x | 28.2%
CCOC(=O)c1ccc(COC(=O)CNS(=O)(=O)c2ccccc2)cc1 | i | x | -0.1% | -0.9% | 5.9% | 2.4% | x | -14.5%
Cc1ccc(S(=O)(=O)CCN2C=CC(C(F)(F)F)=NCC2)cc1 | 5.7% | x | 1.1% | x | -16.5% | -0.5% | x | -10.7%[7.67 µM]
CC1CCCN(c2nc3c(c(=O)[nH]c(=O)n3C)n2CCCc2ccccc2)C1 (stereo unspecified) | -0.3% | -0.5% | 0.9% | 26.0%[38.3 µM] | 13.7% | 0.1% | -5.4% | -11.4%[46.1 µM]
O=C(CCN1CCN(C/C=C/c2ccccc2)CC1)Nc1ccccc1F | 8.2% | 1.7% | 1.1% | 9.7% | 12.2% | -28.6% | -13.5% | 0.1%
CC(C)CC(=O)Nc1cc2nn(-c3ccccc3)nc2cc1Cl | 3.6% | 16.3% | 0.1% | -26.8%[38.3 µM] | 12.5% | u | u | -8.5%[46.1 µM]
COc1ccc(-c2nnc(SCC(=O)Nc3cc(C)on3)n2N)cc1OC | -0.1% | -0.6% | 0.1% | -4.3%[38.3 µM] | 9.8% | 6.3% | -3.7% | 3.8%[46.1 µM]
Nc1nc2n(n1)C(c1ccccc1)CC(c1ccc(F)cc1)N2 (stereo unspecified) | -5.9% | -3.2% | 0.0% | 10.1%[38.3 µM] | 6.7% | -3.5% | -4.0% | -2.7%[46.1 µM]
Cc1cccc(NS(=O)(=O)c2ccc(C)c(C(=O)OCC(=O)Nc3cc(C)on3)c2)c1 | -18.2% | -7.4% | 9.5% | 13.4%[38.3 µM] | 4.9% | 3.8% | 20µM* | -14.8%[46.1 µM]
O=C(O)c1cc(N=Nc2c(O)ccc3ccccc23)cc(C(=O)O)c1 | i | -13.1% | 0.9% | 25.7% | 152.8%[activator] | -12.1% | -9.4% | -7.1%
Clc1cccc(Cl)c1C1=NOC(c2nnc(-c3ccccc3)o2)C1 (stereo unspecified) | -7.3% | x | -4.6% | x | 8.2% | -1.1% | x | -14.0%
COCCCN=Cc1c(C)[nH]n(-c2ccc(Br)cc2Br)c1=O | -1.5% | -0.4% | 4.7% | 8.3% | 95.3%[activator] | -22.1% | -13.3% | 16.8%
Cc1ccc(C)c2nc(SCC(=O)Nc3ccc4c(c3)OCO4)c(C#N)cc12 | 10.6% | x | -0.1% | x | -5.0% | -4.9% | x | 12.2%
O=C(O)c1cc([N+](=O)[O-])ccc1NCCCc1ccccc1 | -3.8%&7.4%&0.0%&-3.3% | -3.8% | -1.2%&0.0%&4.2%&-0.6%&3.9% | 35.1%&-7.2%&-17.5%&-1.4%&11.5%[activator] | 4.3%&2.3%&-4.1%&-65.2%&4.4% | 2.0%&-7.7% | -9.2%&-11.1%&-8.7% | -10.3%[46.1 µM]
O=S(=O)(/C(=C/c1ccc(C(F)(F)F)cc1)c1nc2ccccc2[nH]1)c1ccccc1 | -10.4% | 1.7% | u | 16.4% | -4.3% | -4.7% | -110.9%[inhibitor] | 6.31µM*
Cc1ccc(OC(C)C(=O)Nc2ccc(C)c(S(=O)(=O)Nc3ccc(C)cc3C)c2)cc1 (stereo unspecified) | -10.0% | -3.6% | -1.3% | 10.9% | 2.5% | -13.8% | -56.3%[inhibitor] | u
N/C(=N\OC(=O)CCCCCN1C(=O)c2ccccc2C1=O)c1ccccn1 | i | 0.2% | 1.1% | -1.4% | 7.5% | 4.9% | 3.7% | 1.9%

The closing 2 entries of the section before open the next one:
SMILES | RECQ1 helicase | KinaseGlo FLuc | Epigenetic reg | IMPase Li inh | RGS12 GoLoco inh | KDM4E inh | SMN2 splice enh | NPSR antagonist
Cc1ccc(OC(C)C(=O)Nc2ccc(C)c(S(=O)(=O)Nc3ccc(C)cc3C)c2)cc1 (stereo unspecified) | -10.0% | -3.6% | -1.3% | 10.9% | 2.5% | -13.8% | -56.3%[inhibitor] | u
N/C(=N\OC(=O)CCCCCN1C(=O)c2ccccc2C1=O)c1ccccn1 | i | 0.2% | 1.1% | -1.4% | 7.5% | 4.9% | 3.7% | 1.9%
O=C(COC(=O)c1cc(-c2cccs2)nn1-c1ccccc1)Nc1ccc(Cl)c([N+](=O)[O-])c1 | 6.2% | x | 0.0% | x | x | -3.2% | x | -2.1%[46.1 µM]
CC(C)COP(=O)(c1ccc(N(C)C)cc1)C(O)c1ccccn1 (stereo unspecified) | -4.3% | -0.8% | -4.6% | 11.0%[38.3 µM] | -0.9% | u | -1.6% | 0.9%[46.1 µM]
CCCOc1ccc(/C=C/C(=O)NCc2ccccc2)cc1 | -0.5% | -0.4% | 12.9% | 1.0% | -5.3% | -3.5% | -16.2% | -5.9%
Cc1ccc(/C=N/NC(=O)Cn2nccc2C)o1 | -4.2% | 0.8% | 0.9% | -14.7%[38.3 µM] | 1.0% | -7.7% | -14.2% | -5.4%[46.1 µM]
CN(C)CCN1C(=O)C(=O)/C(=C(/O)c2ccc(F)cc2)C1c1ccccc1 (stereo unspecified) | -8.0% | -1.5% | 0.0% | -8.1%[38.3 µM] | -1.0% | -1.1% | -10.2% | 0.1%[46.1 µM]
